# HT1080 IDH1KD tx = toxicity to HT-1080 IDH1 knockdown cells (counter line); HT-1080 IDH1 knockdown viability, ATP luminescence, 48 h; Potency, µM (titrated, usually from 46.1 µM), without a hit: at the top dose activity, negative = toxicity, hits mostly cytotoxic; actives 2% (n = 360,000); AID 686971;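 further: potency means the concentration at half of the fitted maximal effect; 0% = DMSO wells and -100% = cell-free medium wells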
#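 Viability of IDH1-knockdown HT-1080 fibrosarcoma cells was assessed by CellTiter-Glo after 48 h at 37 °C with titrated compound; concentration-effect curves were classified by fit quality and response size.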
# SW480 rereplic = DNA re-replication induction in SW480 cells | actives 1.8% (n = 340,000) | AID 624297 | Potency, µM (series often up to 46.1 µM), for the others: at the top dose re-replication activation, actives largely listed as activators | SW480 DNA re-replication, Hoechst DNA content imaging, 48 h; further: potency means the concentration at half of the fitted maximal effect; % of control where 0% means no effect; nearly all actives have a fitted effect of over 55% in size
#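 SW480 cells exposed to compounds for 48 hr at 37 C, 5% CO2, then Hoechst-stained 40 min. Nuclear DNA content imaged by fluorescence scanning (405 nm excitation, 500-530 nm emission); re-replication scored as increased high-intensity nuclei.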
# ATXN2 expr inh = inhibitors of ATXN2 expression; Potency, µM (titrated, usually from 57 µM), for the others: at the highest dose activity change, negative = inhibition, hits mostly inhibitors; actives 0.72% (n = 360,000); HEK-293 ATXN2-luciferase reporter, luminescence, 24 h; AID 1745845; further: potency means the concentration at half of the fitted maximal effect; on the % scale 0 is the no-effect control and ±100 the full control effect; nearly all actives have a fitted effect of over 55% in size
#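 ATXN2-luciferase reporter cells (luciferase flanked by upstream and downstream ATXN2 gene portions) were treated 24 h at 37 °C with compounds at up to 57 uM. SteadyGlo luminescence gave expression; GF-AFC fluorescence gave viability.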
# KB-3-1 tox = kills parental KB-3-1 adenocarcinoma cells. KB-3-1 viability, CellTiter-Glo ATP luminescence, 72 h. Potency, µM (doses to about 46.1 µM), for inactives: at the top dose activity change, negative = cytotoxic, usual class: cytotoxic. actives 1.4% (n = 400,000). AID 1347075; further: potency means the concentration at half of the fitted maximal effect; on the % scale 0 is the no-effect control and ±100 the full control effect; nearly all actives have a fitted effect of over 60% in size
#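 Here the drug-naive KB-3-1 line serves as comparator for MDR sub-line selectivity; cells received compound titrations, 72 h at 37 °C, then CellTiter-Glo readout.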
# S2 tox = viability counter-screen for ATXN expression inhibitors; S2 cells (HEK-293 line with an ATXN2-luciferase reporter) viability, CellTiter-Fluor protease fluorescence, 24 h; Potency, µM (titrated, usually from 56.7 µM), actives largely listed as cytotoxic; actives 0.49% (n = 400,000); further: potency means the concentration at half of the fitted maximal effect; nearly all actives have a fitted effect of over 40% in size
# KB-V1 MDR tox = KB-V1 MDR subline cytotoxicity; KB-V1 MDR cells viability, CellTiter-Glo, 72 h; Potency, µM (doses to about 46.1 µM), for the others: top-dose activity change, negative = cytotoxicity, most hits filed as cytotoxic; AID 1347076; actives 3.4% (n = 400,000); further: potency means the concentration at half of the fitted maximal effect; on the % scale 0 is the no-effect control and ±100 the full control effect; nearly all actives have a fitted effect of over 60% in size
#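 Compound-treated KB-V1 multidrug-resistant cells, 72 h, 37 degrees C; viability by CellTiter-Glo. Fitted qHTS curves give the values.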
# IL-1B inflam inh = inhibitors of inflammasome signaling (IL-1 beta secretion) | AID 743279 | actives 4.7% (n = 360,000) | activity change, % at 57.5 µM | THP-1 LPS/ATP IL-1B secretion, AlphaLISA, 16 h; active compounds read low; in the data active means activity change below about -50%; inconclusive means mostly about -30% to -49%; further: on the % scale 0 is the no-effect control and ±100 the full control effect
#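 THP-1 cells pretreated 1 hr with compounds (up to 57.5 uM final), then stimulated with LPS (250 ng/mL final) plus ATP (1.25 mM final); secreted IL-1B measured by AlphaLISA after 16 hr, decreased signal indicating inhibition.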
# HT1080-NT tox = kills 2HG-producing HT-1080-NT fibrosarcoma cells | Potency, µM (series often up to 46.1 µM), for inactives: at the highest dose activity, negative = less viability, most hits filed as cytotoxic | HT-1080-NT fibrosarcoma viability, CellTiter-Glo ATP luminescence, 48 h | actives 1.6% (n = 360,000);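 further: NT is the 2HG producing partner of a matched IDH1 knockdown line; potency means the concentration at half of the fitted maximal effect; 0% = DMSO-treated cells and -100% = media-only wells without cells; nearly all actives have a fitted effect of over 55% in size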
#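 Viability by CellTiter-Glo luminescence after 48 h compound exposure at 37C of HT-1080-NT cells (750/well, RPMI, 5% FBS). % activity scaled between DMSO wells and medium-only wells, then curve-fitted and categorized by curve class.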
# MCF10A rereplic = DNA re-replication induction in MCF 10a cells; AID 624296; actives 2.9% (n = 350,000); MCF 10A DNA re-replication, Hoechst nuclear intensity, 48 h; Potency, µM (titrated, usually from 46.1 µM), inactives show at the highest dose activity, positive = re-replication, actives largely listed as activators; further: potency means the concentration at half of the fitted maximal effect; % of control where 0% means no effect; nearly all actives have a fitted effect of over 50% in size
# Starred values were filed as active, the others as inactive; i = inactive; ? = inconclusive; . = not tested or not shown; & = joins results of further samples; [ ] = another dose, or the depositor's remark. Unless noted, the call rests on the fitted dose curve; in most records, active means well fitted curve in the direction sought with a large enough effect; inconclusive means small, poorly fitted or top-dose-only effect, or another doubt; inactive means no such curve, though single readings can be large; an effect the other way counts as inactive or inconclusive.
SMILES,HT1080 IDH1KD tx,SW480 rereplic,ATXN2 expr inh,KB-3-1 tox,S2 tox,KB-V1 MDR tox,IL-1B inflam inh,HT1080-NT tox,MCF10A rereplic
O=C1Nc2ccc(F)cc2C12Nc1ccccc1-c1nnc(SCc3ccccc3F)nc1O2 (centres undefined),-4%,15%,-22%,8%,i,-18%,22,0%,-1%
CCOc1ccc(-c2ccc(/C=C3/C(=N)N4C=CSC4=NC3=O)o2)c([N+](=O)[O-])c1,-3%,?,25µM*,19%,.,-30%,7,2%,-3%
Cc1cccc(NC(=O)CSc2ncnc3c2oc2ccccc23)c1,1%,0%,?,-15%,?,-7%,-12,-5%,13%
CC(C)c1ccccc1NC1=CC(=O)CC(C)(C)C1,8%,3%,6%,8%,i,6%,-6,14%,?
COCCCn1c(SCC(=O)NCc2ccco2)nc2sc3c(c2c1=O)CCC3,1%,-13%,1%,11%,i,3%,-23,4%,8%
COc1nc(N(C)C)nc(N(C#N)S(=O)(=O)c2ccc(C)cc2)n1,7%,-49%[inhibitor][1.84 µM],2%,5%,i,?,16,-8%,3%
COc1ccc(N2CCN(S(=O)(=O)CCNC(=O)COc3ccccc3OC)CC2)cc1,-1%,1%,-11%,-5%,i,0%,29,-1%,-3%
COc1ccc(S(=O)(=O)N(CC(=O)NCCC(C)C)c2ccccc2)cc1OC,-11%,?,-16%,-1%,i,-1%,18,-1%,93%
CC1CCN(C(=S)Nc2cccc(S(=O)(=O)N(C)C)c2)CC1,4%,-12%,2%,17%,?,27%,5,5%,2%
CC(CN1C(C)CCCC1C)OC(=O)c1cccc(Br)c1 (centres undefined),-3%,-7%,5%,4%,i,34%,15,0%,0%
CCOC(=O)c1c(NC(=O)CSc2nnnn2-c2ccccc2OCC)sc2c1CC(C)(C)NC2(C)C,?,?,?,?,?,?,-78*,?,?
O=C(Nc1ccc(N2CCCC2)c(Cl)c1)c1cccs1,-27%,1%,33%[activator][11.3 µM],-5%,i,?,.,-28%,?
CC1=C(C(=O)OC2CCCCCC2)C(c2ccc(C)o2)C2=C(CCCC2=O)N1 (centres undefined),?,?,-12%,5%,i,?,?,?,23%
CSCCC(NC(=O)c1ccccc1)C(=O)NCCCn1nc(C)cc1C (centres undefined),0%,-2%,-4%,-9%,i,-25%,9,-1%[9.24 µM],7%
COc1ccccc1CNc1ccc([N+](=O)[O-])cc1C,-24%,-7%,5%,-6%,?,-12%,5,-17%,7%
CC(=O)/C(C#N)=C1\NC(=O)C(Cc2cc(Cl)ccc2Cl)S1 (centres undefined),?,-13%,.,15µM*,?,6.5µM*,0,23µM*,17%
COc1ccc(S(=O)(=O)Cc2ccc(C(=O)NCCc3cc(OC)ccc3OC)o2)cc1,5%,-5%,-5%,5%,i,-14%,-11,?,3%
CSc1nc(C(=O)N2CCCC(Nc3ccc(C)c(C)c3)C2)cs1 (centres undefined),-11%,-3%,-7%,-5%,i,?,i,1%,-20%
O=C(COc1ccccc1[N+](=O)[O-])N(Cc1ccccc1)c1ccccn1,-27%,-1%,13%,-14%,i,?,-14,-12%,0%
CC(C)CN(CC(C)C)S(=O)(=O)c1cc([N+](=O)[O-])ccc1N1CCCCCC1,?,-3%[9.22 µM],-16%,0%,i,-29%,-20,-5%,-12%
Cc1cccc(NC(=O)CSc2nnc(C)c(C)n2)c1,25%,-8%,-14%,5%,i,-3%,9,20%,1%
S=C(Nc1ccc2c(c1)OCCO2)Nc1ccc2c(c1)OCO2,3%,-5%,.,-1%,i,-15%,-26,5%,1%
Cc1cn([C@H]2C=C[C@@H](CO)O2)c(=O)[nH]c1=O,?,-9%&-1%,7%,0%&0%,i,11%&4%,-20&11,13%&-13%,?
CC(=O)OCc1c(F)c(F)c(-n2nc(C)cc2C)c(F)c1F,-8%,15%,-1%,-2%,i,-14%,-13,1%,7%
O=C(CS(=O)(=O)c1cn(Cc2ccccc2Cl)c2ccccc12)N1CCOCC1,-1%,-1%,-6%,1%,i,-6%,-5,5%,-6%
COc1ccc2nc3oc(C(=O)NCc4cccs4)cc3cc2c1,-10%,-2%,-12%,-2%,i,-11%,-11,-10%,-3%
COc1ccc(S(=O)(=O)N2CCN(CC(=O)Nc3ccc(C)c(F)c3)CC2)cc1,-14%,-4%,-21%,-6%,i,6.5µM*,-61*,-1%,-2%
O=C(O)CN1C(=O)/C(=C/c2ccc(SCc3ccccc3)o2)SC1=S,-2%,-12%,-20%,4%,i,8%,31,-11%,?
O=C(COc1ccc(Cl)cc1)N(Cc1ccccc1)c1nc(-c2ccccc2)cs1,9%,2%,-34%,0%,i,-2%,8,8%,11%
CCn1c(SC(C)C(=O)O)nc2sc3c(c2c1=O)CCC3 (centres undefined),7%,-3%,-9%,0%,i,13%,29,7%,8%
CCSc1nnc(NC(=O)c2ccc(S(=O)(=O)N(C)C)cc2)s1,0%,2%,3%,1%,?,-4%,-3,1%,0%
COc1nccnc1NS(=O)(=O)c1ccc(N/C=C2\CCCCC2=O)cc1,0%,0%,1%,4%,i,29%,28,4%,-11%
CCOc1cccc(C2C(C#N)=C(N)Oc3cc(C)[nH]c(=O)c32)c1OCC (centres undefined),7%,1%,.,0%,i,4%,8,14%,0%
O=S(Cc1ccc(Cl)cc1)CC(O)(c1ccccc1)c1ccccc1 (centres undefined),11%,-13%,.,-3%,.,0%,14,10%,0%
CCc1cc[n+](-c2nc3ccccc3nc2C(=C=[N-])C#N)cc1,0%,-13%,.,9%,.,6%,3,5%,1%
O=C(Nc1cnc2sc3c(n2c1=O)CCCC3)c1ccc(F)cc1,21%,-4%,22%,-7%,i,0%,-24,13%,0%
Cc1csc(SC(C)C(=O)Nc2ccc(Cl)cn2)n1 (centres undefined),10%,-31%[inhibitor],6%,13%,i,-8%,-10,1%,?
Cc1nn(C)c(Oc2cccc(Cl)c2)c1C(=O)Nc1ccc(F)cc1,-20%,-7%,-11%,-13%,i,15µM*,-7,-11%,2%
Cn1c(=O)c2c(nc(Br)n2Cc2nnc(N)s2)n(C)c1=O,5%,-6%,-1%,-13%,i,8%,-14,3%,1%
CCOC(=O)[C@]12CCCC=C1N(Cc1ccccc1)C(=O)[C@H](CC(=O)NCCCOC)C2,13%,.,.,3%,.,-17%,0,19%,.
O=C(O)Cn1ncn(-c2ccc(OC(F)(F)F)cc2)c1=O,4%,-2%,-18%,-3%,i,5%,16,17%,4%
CCOC(=O)[C@]12CCC=C1N(CCC1=CCCCC1)C(=O)[C@H](CC(=O)N1CCN(C(=O)C3CC3)CC1)C2,17%,.,18%,0%,i,-30%,3,11%,.
CCN1C(=O)c2ccccc2Sc2ccc(NC(=O)c3cccc(C)c3)cc21,.,.,?,0%,i,-13%,.,.,.
COc1ccc(C(=O)c2cn(CC(=O)Nc3cc(C)ccc3C)c3nc(C)ccc3c2=O)cc1,.,.,-1%,-4%,i,-15%,.,.,.
O=[N+]([O-])c1cc(/C=N/O)ccc1Sc1ccccc1,?,1%,0%,?,i,0%,-20,?,?

# In a second layout: two of the compounds above
canonical_smiles: CCOc1cccc(C2C(C#N)=C(N)Oc3cc(C)[nH]c(=O)c32)c1OCC (centres undefined)
  HT1080 IDH1KD tx: 7%	SW480 rereplic: 1%	ATXN2 expr inh: .	KB-3-1 tox: 0%	S2 tox: i	KB-V1 MDR tox: 4%	IL-1B inflam inh: 8	HT1080-NT tox: 14%	MCF10A rereplic: 0%
canonical_smiles: Cc1csc(SC(C)C(=O)Nc2ccc(Cl)cn2)n1 (centres undefined)
  HT1080 IDH1KD tx: 10%	SW480 rereplic: -31%[inhibitor]	ATXN2 expr inh: 6%	KB-3-1 tox: 13%	S2 tox: i	KB-V1 MDR tox: -8%	IL-1B inflam inh: -10	HT1080-NT tox: 1%	MCF10A rereplic: ?

# (cont.)
SMILES,HT1080 IDH1KD tx,SW480 rereplic,ATXN2 expr inh,KB-3-1 tox,S2 tox,KB-V1 MDR tox,IL-1B inflam inh,HT1080-NT tox,MCF10A rereplic
COCCNC(=O)c1onc(CSc2ccccn2)c1C(=O)NCCOC,0%,-17%,5%,16%,i,-2%,17,6%,27%
COCCn1c(SCC(=O)Nc2ccc3c(c2)OCCO3)nnc1-c1ccncc1,9%,-7%,0%,.,i,.,8,1%,-10%
Cc1nc2ccc(S(=O)(=O)N(CC(=O)Nc3ccc(F)cc3)Cc3ccccc3)cc2s1,.,.,-5%,3%,i,7%,.,.,.
COc1ccc(-n2nc(C(=O)N3CCC(N4CCCCC4)CC3)c3c4ccccc4n(C)c3c2=O)cc1,?,-7%,-4%,10%,i,?,-19,-19%,19%
CC(=O)Cc1nsc(NC(=O)c2ccc(COc3ccccc3Cl)o2)n1,?,12%,-20%,3%,i,?,18,-24%,?
CCOc1ccc(C(=O)C(C)OC(=O)Cn2cnc3c2c(=O)n(C)c(=O)n3C)cc1 (centres undefined),9%,0%,-2%,-3%,i,5%,8,6%,0%
N#C/C(=C/c1ccc(N2CCOCC2)o1)c1ccc(Cl)cc1,3.5µM*,-8%,-22%,5%,i,?,-78*,6.3µM*,-7%
COc1cc2c(cc1OC)CN(c1nc(-c3cccnc3)nc3ccccc13)CC2,18µM*,6%,?,8%,?,?,-104*,18µM*,?
CC1=C(C(=O)OC(C)C)C(c2ccc(Br)s2)NC(=O)N1C (centres undefined),-23%,3%,0%,-34%,i,?,-9,-16%,3%
Cc1ccccc1Cn1nc(C)c(NC(=O)c2sc3ccccc3c2Cl)c1C,?,10%,-25%,?,i,13µM*,-26,-18%,?
COc1ccc(N2CC(C(=O)Nc3nnc(SCC(=O)N4CCOCC4)s3)CC2=O)cc1 (centres undefined),-2%,-27%,-2%,-9%,i,-11%,?,-3%,-1%
Cc1cc(C(F)(F)F)n2ncc(C(=O)O)c2n1,10%,-13%,2%,8%,i,-25%,-1,-8%,-2%
CC(=O)c1cccc(NC(=S)NCc2ccccc2)c1,4%,-10%[9.22 µM],0%,4%,i,-24%,3,9%,-4%
O=C(Oc1ccc(C(=S)N2CCOCC2)cc1)c1ccc([N+](=O)[O-])cc1,2%,-13%,.,1%,i,?,9,-1%,1%
